M1 PAM parental: nonselective activator or artifact in parental CHO-K1 calcium assay | activation, % at 3 µM | 360,000 compounds, 0.02% hits | ATP EC20, Fluo-8 calcium fluorescence; 0% at ATP EC20, 100% at ATP max;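 active means activation above the run cutoff, the mean activation of all test compounds plus 3 SD, cut at about 40% in these data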;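 further: peak over basal fluorescence ratio in a 140 s read after ATP addition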
CHO parental Ca: signal in parental CHO cells, OX1R antagonist counter-screen; parental CHO-K1, ATP-induced calcium, Fluo-8 fluorescence; 330,000 compounds, 0.63% hits; inhibition, % at 5.6 µM;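 active means inhibition above that plate's mean sample inhibition plus 3 SD, cut at about 26% in these data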;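 further: 0% = ATP-challenged DMSO wells and 100% = DMSO wells without ATP; some compounds past the cut are filed as inactive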
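Test system: untransfected parental CHO cell line. Compound: one dose, 5.6 µM nominal. Detection: intracellular calcium via Fluo-8 no-wash fluorescent dye. Measure: % inhibition. Benchmarks: ATP-challenged DMSO wells low, unchallenged DMSO wells high.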
V1aR counter: counter-screen for oxytocin receptor agonists: human V1a receptor agonists. P37288. CHO-V1R cells, Fluo-8 calcium fluorescence, agonist mode; 0% DMSO, 100% 3 nM vasopressin. activation, % at 3 µM. 320,000 compounds, 0.25% hits. AID 2797;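 active means activation above the mean activation of all tested compounds plus 3 SD, per screening run, cut at about 20% in these data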;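 further: signal is peak over basal fluorescence ratio across a 100 second FLIPR read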
CHRM1 agonist: human M1 muscarinic receptor agonism. P11229. CHO-K1 hM1, Fluo-8 calcium fluorescence, agonist mode; 0% DMSO, 100% acetylcholine EC100. activation, % at 3 µM. 360,000 compounds, 0.33% hits. AID 588814;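 active means activation above the run's mean compound activation plus 3 SD, cut at about 16% in these data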;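 further: peak over basal fluorescence ratio within a 140 s kinetic read after compound addition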
Target sequence (P11229 whole entry, looked up): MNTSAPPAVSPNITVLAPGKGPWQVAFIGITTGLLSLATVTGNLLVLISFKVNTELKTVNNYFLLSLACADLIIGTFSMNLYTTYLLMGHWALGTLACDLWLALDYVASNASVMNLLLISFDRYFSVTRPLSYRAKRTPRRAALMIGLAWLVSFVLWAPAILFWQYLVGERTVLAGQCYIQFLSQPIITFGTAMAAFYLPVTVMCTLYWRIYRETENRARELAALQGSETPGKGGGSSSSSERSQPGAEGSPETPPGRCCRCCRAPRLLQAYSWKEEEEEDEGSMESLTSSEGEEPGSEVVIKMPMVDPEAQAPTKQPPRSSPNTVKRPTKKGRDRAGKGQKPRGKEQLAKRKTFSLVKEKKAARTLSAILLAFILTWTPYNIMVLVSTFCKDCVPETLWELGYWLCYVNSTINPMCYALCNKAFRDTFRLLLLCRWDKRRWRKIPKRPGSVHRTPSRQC
OXTR potentiator: human OXTR potentiation. CHO-OTR cells, Fluo-8 calcium fluorescence, potentiator mode; 0% = oxytocin EC15, 100% = EC100. 320,000 compounds, 0.061% hits. P30559. AID 2445. activation, % at 3 µM;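 active means activation above that plate's cutoff, the mean activation of tested compounds plus 3 SD, cut at about 6.6% in these data, passing the limit was not always enough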;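 further: 100% uses oxytocin at 75 nM as the full agonist control; some results filed as inactive read as strong as hits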
Target sequence (P30559 whole entry, looked up): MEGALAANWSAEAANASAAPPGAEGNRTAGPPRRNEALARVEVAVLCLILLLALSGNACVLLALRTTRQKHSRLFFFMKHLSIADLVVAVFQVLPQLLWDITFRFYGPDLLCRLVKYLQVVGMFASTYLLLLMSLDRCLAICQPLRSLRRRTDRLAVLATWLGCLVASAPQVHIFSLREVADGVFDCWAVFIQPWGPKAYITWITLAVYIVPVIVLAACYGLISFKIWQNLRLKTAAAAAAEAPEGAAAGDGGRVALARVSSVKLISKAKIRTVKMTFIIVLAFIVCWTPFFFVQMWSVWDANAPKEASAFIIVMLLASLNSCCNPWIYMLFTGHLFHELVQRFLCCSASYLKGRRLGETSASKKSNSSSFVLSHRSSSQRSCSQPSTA
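Replication – single well per compound, singlicate · Assay system – CHO cell line stably expressing human OTR · Timing – 6 min pre-incubation, 100 s read · Measure – normalized max/min fluorescence ratio, % activation · Doses – 3.0 µM, one dose · Detection – Fluo-8 calcium dye fluorescence · Probe or stimulus – oxytocin near EC15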
CHO-K1 Ca ag: nonselective activator or artifact in parental CHO-K1 cells; Fluo-8 calcium fluorescence; scaled to maximal ATP response, vehicle zero; activation, % at 3 µM; 360,000 compounds, 0.48% hits; in the data active means activation above about 15%;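 further: untransfected CHO-K1 host cells lacking M1 receptor as counterscreen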
CHO-K1 Ca antag: nonselective inhibitor or artifact in parental CHO-K1 cells; ATP-induced calcium, Fluo-8 fluorescence; inhibition, % at 3 µM; 360,000 compounds, 0.6% hits; AID 602250;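 active means inhibition above a per-plate cutoff, the plate's mean sample inhibition plus 3 SD, cut at about 24% in these data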;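 further: 0% = DMSO plus EC80 ATP and 100% = DMSO alone without ATP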
TAAR1 antag: human TAAR1 antagonism | Q96RJ0 | CHO RD-HGA16 TAAR1, Fluo-8 calcium fluorescence, antagonist | inhibition, % at 3 µM | 360,000 compounds, 1.5% hits | AID 624466;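 active means inhibition above a per-plate cutoff, the mean inhibition of test compounds on that plate plus 3 SD, cut at about 49% in these data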;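 further: 0% = DMSO plus EC80 beta-PEA response and 100% = DMSO alone without agonist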
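System: RD-HGA16 CHO cells with stable hTAAR1 and Gα16 | Probe or stimulus: EC80 β-phenethylamine stimulus | Dosing: 3 µM, single point | Times: Dye loading 75 min at 37 °C, then 30 min room temperature | Measured by: Fluo-8 calcium-sensitive fluorescence | Read-out basis: % inhibition of agonist calcium response | Replicates: n of 1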
TAAR1 agonist: agonists of human TAAR1. Q96RJ0. CHO RD-HGA16 TAAR1, Fluo-8 calcium fluorescence; vehicle wells 0%, saturating PEA agonist 100%. activation, % at 3 µM. 360,000 compounds, 0.99% hits. AID 624467;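 active means activation above the mean activation of all test compounds in the run plus 3 SD, cut at about 38% in these data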
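Assay system – CHO-derived RD-HGA16 cells with stable Gα16 and human TAAR1 · Compound dosing – one-point dosing at 3 µM (nominal) · Incubation – 17-24 h seeding, 75 min 37 °C dye, 30 min RT · Measured by – kinetic Fluo-8 calcium fluorescence · Control set – DMSO vehicle as 0%, PEA at EC100 as 100% · Repeats – single well for each compound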
The depositor's hits bear a star; / = not tested or not shown.

Start of the data: the first 12 entries (preview)
SMILES	M1 PAM parental	CHO parental Ca	V1aR counter	CHRM1 agonist	OXTR potentiator	CHO-K1 Ca ag	CHO-K1 Ca antag	TAAR1 antag	TAAR1 agonist
CC(C)c1ccc(NC2CCCN(C(=O)c3ccc(Cn4cnnn4)cc3)C2)cc1 (stereo unspecified)	4	-4	2.0	-1	-2	3.2	-6	2	1
Cc1[nH]c(=O)c(C#N)cc1-c1ccccc1	12	-14	0.2	-3	-11	0.3	-1	11	1
Cc1ccc(-c2cc(C(=O)Nc3ccc(S(=O)(=O)Nc4onc(C)c4C)cc3)[nH]n2)c(O)c1	10	-7	1.4	-2	3	2.2	-8	-29	8
CSc1ccc(CN2C(=O)C(F)(F)Oc3c(C(C)=O)cccc32)cc1	-2	/	/	0	/	4.7	2	/	/
CCCCc1cc(=O)oc2cc(C)cc(OCC(=O)NCc3ccccn3)c12	9	-27	0.6	-3	-7	3.7	-15	14	2
Cc1cc(C)n(-c2cc(N3CCN(S(=O)(=O)c4ccc(C)c(C)c4)CC3)ccc2[N+](=O)[O-])n1	9	-7	-1.2	-3	-7	0.0	-8	11	3
CCOC(=O)c1c(NC(=O)Cn2nc(C(=O)O)c3ccccc3c2=O)sc(C)c1C	11	-10	-0.5	-1	-1	-0.1	0	-42	-2
CC(=O)NC(c1ccccc1)c1nc(-c2cccc(F)c2)cs1 (stereo unspecified)	5	/	/	-1	/	4.6	10	-7	1
Cc1ccc(-c2nc(C)sc2CC(=O)OCC(=O)Nc2c(F)cccc2F)cc1	13	-25	-0.7	-7	-8	0.4	2	-11	4
CC1(C)Cc2cccc(OCC(=O)N3CCN(c4ccc([N+](=O)[O-])cc4)CC3)c2O1	-4	-2	0.0	-8	-2	2.7	-5	-1	3
COc1ccc(CCNC(=O)CN2CCN(c3cccc(C(F)(F)F)c3)CC2)cc1	14	-7	2.6	-2	-8	0.6	-3	-8	3
COc1cc(C2NC(=O)NC(C)=C2C(=O)OCC2CCCCC2)ccc1O (stereo unspecified)	8	1	0.7	4	4	20*	-8	-2	7

Results (from the top)
SMILES	M1 PAM parental	CHO parental Ca	V1aR counter	CHRM1 agonist	OXTR potentiator	CHO-K1 Ca ag	CHO-K1 Ca antag	TAAR1 antag	TAAR1 agonist
CC(C)c1ccc(NC2CCCN(C(=O)c3ccc(Cn4cnnn4)cc3)C2)cc1 (stereo unspecified)	4	-4	2.0	-1	-2	3.2	-6	2	1
Cc1[nH]c(=O)c(C#N)cc1-c1ccccc1	12	-14	0.2	-3	-11	0.3	-1	11	1
Cc1ccc(-c2cc(C(=O)Nc3ccc(S(=O)(=O)Nc4onc(C)c4C)cc3)[nH]n2)c(O)c1	10	-7	1.4	-2	3	2.2	-8	-29	8
CSc1ccc(CN2C(=O)C(F)(F)Oc3c(C(C)=O)cccc32)cc1	-2	/	/	0	/	4.7	2	/	/
CCCCc1cc(=O)oc2cc(C)cc(OCC(=O)NCc3ccccn3)c12	9	-27	0.6	-3	-7	3.7	-15	14	2
Cc1cc(C)n(-c2cc(N3CCN(S(=O)(=O)c4ccc(C)c(C)c4)CC3)ccc2[N+](=O)[O-])n1	9	-7	-1.2	-3	-7	0.0	-8	11	3
CCOC(=O)c1c(NC(=O)Cn2nc(C(=O)O)c3ccccc3c2=O)sc(C)c1C	11	-10	-0.5	-1	-1	-0.1	0	-42	-2
CC(=O)NC(c1ccccc1)c1nc(-c2cccc(F)c2)cs1 (stereo unspecified)	5	/	/	-1	/	4.6	10	-7	1
Cc1ccc(-c2nc(C)sc2CC(=O)OCC(=O)Nc2c(F)cccc2F)cc1	13	-25	-0.7	-7	-8	0.4	2	-11	4
CC1(C)Cc2cccc(OCC(=O)N3CCN(c4ccc([N+](=O)[O-])cc4)CC3)c2O1	-4	-2	0.0	-8	-2	2.7	-5	-1	3
COc1ccc(CCNC(=O)CN2CCN(c3cccc(C(F)(F)F)c3)CC2)cc1	14	-7	2.6	-2	-8	0.6	-3	-8	3
COc1cc(C2NC(=O)NC(C)=C2C(=O)OCC2CCCCC2)ccc1O (stereo unspecified)	8	1	0.7	4	4	20*	-8	-2	7
Cc1ccc(S(=O)(=O)NCC2CCC(C(=O)NCCCN3CCC(C)CC3)CC2)cc1 (stereo unspecified)	17	/	/	-8	/	-0.2	-8	-24	2
O=C(NCc1ccc(F)cc1)c1cccc2c1C(=O)c1ccc(N3CCC(N4CCCCC4)CC3)cc1S2(=O)=O	-3	/	/	-8	/	3.3	10	-2	2
Cn1c(=O)c2c(ncn2CCOc2cccc(Br)c2)n(C)c1=O	18	-12	7.9	1	-10	9.6	-14	7	5
Cc1cc(NC(=O)CCC(=O)N(c2cccc(F)c2)C(C(=O)NC2CCCC2)c2ccncc2)no1 (stereo unspecified)	2	-1	-0.2	-2	0	0.0	-8	-10	13
COC(=O)c1c(NC(=O)COc2ccc(Cl)cc2Cl)sc2c1CC(C)(C)NC2(C)C	12	-14	0.6	-1	1	0.7	12	0	3
Cc1cc(C)c2c(=O)[nH]c(SCC(=O)N(C)C)nc2n1	-2	-6	-0.3	-3	0	0.3	-14	17	1
CC(C)Oc1ccc(S(=O)(=O)N2CCOCC2)cc1NC(=O)C1CSC2(C)CCC(=O)N12 (stereo unspecified)	2	-9	-0.7	-2	-7	0.7	1	-5	3
CCCCN(CC)C(=O)CN1C(=O)c2ccccc2C1=O	-1	-6	0.6	2	-4	0.0	-6	1	3
CCCCn1nnnc1C1(C)CCC(=O)N1Cc1cccs1 (stereo unspecified)	18	/	/	/	/	3.2	-11	-8	0
O=C(CSc1nnc2ccccn12)Nc1ccc2c(c1)OCCO2	16	-9	-0.4	-8	-14	0.8	-3	-1	5
Cc1cccc(OCC(=O)N2CCN(S(C)(=O)=O)CC2)c1	0	-9	-0.4	-4	-5	0.5	3	-3	2
Cc1ccc(-c2c(NCCc3ccccc3)c(=O)c2=O)cc1	-7	-4	1.7	0	-6	0.8	-10	-5	2
O=C(Nc1ccccc1)/C(=C/c1ccccc1)c1ccccc1	22	0	1.4	-5	-10	1.3	-21	3	2
O=C(Nc1cc(=O)[nH]c(=O)[nH]1)c1cccc(Br)c1	21	-4	0.5	-2	1	0.5	-6	-5	3
O=C(CSc1ccc(Cl)cc1)N1N=CCC1c1ccccc1 (stereo unspecified)	12	-27	-2.4	-6	-12	1.6	-7	-4	2
COc1ccc(/C=C/C(=O)OCCCN(C)C)cc1	9	-11	1.6	-8	6	-0.1	5	-11	21
CC(C)(O)C#Cc1ccc(N2C(c3ccsc3)=Cc3ccc(F)cc3C2c2c[nH]c3ccccc23)cc1 (stereo unspecified)	5	/	/	/	/	0.2	-6	1	3
O=C(CSc1nnc(-c2ccc(Br)cc2)n1C1CCCCC1)N1CCCC1	19	-27	0.2	-3	-11	0.8	-5	-32	3
Cc1nc(C)c(Oc2cccc(C(F)(F)F)c2)c(=O)[nH]1	25	-11	-0.7	-2	-12	0.3	-10	-8	3
COc1ccc(Br)cc1C(=O)NC(=S)Nc1ccc(CN2CCOCC2)cc1	22	-19	3.4	-4	-7	2.7	-23	32	2
CC12CCC(=O)N1C(C(=O)Nc1ccc(Br)cc1Cl)CS2 (stereo unspecified)	6	-17	-1.0	-6	0	1.1	-3	-20	-2
COc1ccc(N(CC(=O)NCc2ccc(C)cc2)S(=O)(=O)c2c(C)nn(C)c2C)cc1	6	-17	2.2	-8	-15	1.4	-9	8	-1
COCCCNc1ccn2nc(-c3cc(OC)c(OC)c(OC)c3)cc2n1	-4	/	/	-1	/	0.6	5	2	8
O=C(Nc1ncccn1)c1cc(-c2ccc(F)cc2)nc2ccccc12	0	-12	1.0	-2	4	3.5	-8	15	6
O=C(c1cccs1)N1C[C@@H](n2cc(-c3ccc(F)cc3)nn2)[C@H](O)C[C@@H]1c1ccc(Cl)cc1	1	/	/	-4	/	-0.2	-1	4	1
CCOC(=O)C1C(C(=O)OC)=C(C2=CCCCC2)c2ccccc2N1S(=O)(=O)C(F)(F)F (stereo unspecified)	8	-42	/	6	/	0.4	-11	6	-1
COCC1CCN(C(=O)CC2C(=O)NCCN2Cc2cccc(Oc3ccccc3)c2)CC1 (stereo unspecified)	5	-26	0.5	-2	-5	1.7	-6	-13	1
O=C(COC(=O)c1ccc(Br)o1)Nc1cccc(S(=O)(=O)N2CCCCC2)c1	-18	-3	6.1	2	-11	3.3	-3	23	5
O=[N+]([O-])c1ccc(C2OCCO2)cc1CS(=O)(=O)c1ccccc1	2	-6	0.2	-6	-8	0.7	-1	6	3
CC(C)[C@H](NC(=O)c1ccc(Cl)c([N+](=O)[O-])c1)C(=O)NCc1ccc(F)cc1	-4	-11	4.4	-8	-6	2.7	-1	4	1
FC(F)(F)c1ccc(Oc2ccc3ccccc3c2Br)nc1	-13	-5	0.0	-3	3	-0.7	21	12	15
Cn1c(=O)n(C)c2cc(NC(=O)c3ccc(F)cc3)ccc21	16	-4	-0.8	1	-2	0.3	-8	1	0
O=C(Nc1ccc(S(=O)(=O)N2CCN(Cc3ccccc3)CC2)cc1)c1cnccn1	14	9	8.9	1	-11	4.3	3	3	7
OC(c1ccc(F)c(F)c1)c1nc(-c2cccc(C(F)(F)F)c2)cs1 (stereo unspecified)	20	/	/	-5	/	1.6	-9	4	0
Nc1c(S(=O)(=O)c2ccccc2)csc1C(=O)O	9	-8	0.8	-4	-2	0.4	-8	-15	2
COc1ccc(/C=C/CN2CCC(n3nccc3NC(=O)C3CCCC3)CC2)cc1	5	-9	-0.2	-3	-7	0.5	0	-21	2

Screening results from PubChem.
